# Screens deposited in PubChem BioAssay by National Center for Advancing Translational Sciences (NCATS).
# EPAC1 ag – EPAC1 (human) agonism; hit rate 0.073% among 360,000; O95398; EPAC1 agonist qHTS, biochemical assay; response scale: 100% = response to 6.5 mM cAMP; Potency, µM (titrated, usually from 154 µM), for inactives: at the highest dose activation, usual class: activators; AID 720707; also: potency is read from the fitted curve at half-maximal effect; nearly all actives have a fitted effect of over 60% in size
# Target sequence (O95398 whole entry, looked up): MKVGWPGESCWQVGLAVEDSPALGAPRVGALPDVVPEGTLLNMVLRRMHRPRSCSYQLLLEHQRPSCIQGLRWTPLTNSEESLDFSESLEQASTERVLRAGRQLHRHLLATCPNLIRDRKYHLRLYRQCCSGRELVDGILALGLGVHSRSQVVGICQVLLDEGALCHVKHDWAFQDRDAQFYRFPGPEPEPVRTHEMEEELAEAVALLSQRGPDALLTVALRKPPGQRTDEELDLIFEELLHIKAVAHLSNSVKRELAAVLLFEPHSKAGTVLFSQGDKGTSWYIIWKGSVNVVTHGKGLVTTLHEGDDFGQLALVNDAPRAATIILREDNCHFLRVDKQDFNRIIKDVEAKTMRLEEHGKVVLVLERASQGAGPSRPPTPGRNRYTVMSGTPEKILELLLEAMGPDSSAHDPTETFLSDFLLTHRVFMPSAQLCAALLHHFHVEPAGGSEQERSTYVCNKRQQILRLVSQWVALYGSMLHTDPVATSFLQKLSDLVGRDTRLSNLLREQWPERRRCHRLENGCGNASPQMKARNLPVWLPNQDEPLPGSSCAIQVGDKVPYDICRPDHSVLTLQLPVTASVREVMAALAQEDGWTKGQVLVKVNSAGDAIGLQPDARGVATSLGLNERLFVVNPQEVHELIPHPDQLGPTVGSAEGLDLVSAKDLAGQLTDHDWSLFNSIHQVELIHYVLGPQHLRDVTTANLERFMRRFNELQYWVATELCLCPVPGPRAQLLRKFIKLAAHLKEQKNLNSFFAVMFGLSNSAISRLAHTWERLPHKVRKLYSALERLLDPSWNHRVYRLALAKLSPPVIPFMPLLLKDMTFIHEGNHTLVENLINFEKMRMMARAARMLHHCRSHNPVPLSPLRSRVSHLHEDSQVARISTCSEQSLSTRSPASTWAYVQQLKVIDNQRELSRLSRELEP
#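 Normalized to 6.5 mM cAMP, activity reflects EPAC1-catalysed release of BODIPY-GDP from Rap1B, followed kinetically over 30 min at 480 nm excitation, 540 nm emission. Reaction contained 100 nM EPAC1, 250 nM Rap1B-BODIPY-GDP, 50 uM GDP.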
# EPAC1 antagonist – blocks human EPAC1 exchange factor | O95398 | EPAC1 GEF assay, Rap1b-BODIPY-GDP exchange fluorescence | Potency, µM (titrated, usually from 115 µM), inactives show top-dose activity change, negative = inhibition, most hits filed as inhibitors | hit rate 0.14% among 360,000 | AID 720709;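 also: potency is read from the fitted curve at half-maximal effect; plate controls were vehicle for no effect and positive control for full effect; nearly all actives have a fitted effect of over 50% in size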
# Abeta rescue – restores growth of yeast expressing A-beta42 peptide; yeast expressing A-beta42, growth rescue, OD600, 48 h; response scale: 0% DMSO, 100% iron-clioquinol control; Potency, µM (titrated, usually from 46.1 µM), for inactives: top-dose growth rescue, actives largely listed as activators; hit rate 0.063% among 410,000; AID 1347071; also: potency is read from the fitted curve at half-maximal effect; nearly all actives have a fitted effect of over 55% in size
#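 Growth rescue measured by 600 nm absorbance after 48 h yeast culture at 30 C with compound. Values normalized between DMSO and an equimolar ferric chloride plus clioquinol control.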
# IL-2 act – activates IL-2 in a cell-based reporter assay; IL-2 activation reporter assay, cell-based qHTS; stimulated with anti-CD3/CD4/CD28 beads; in transgenic mouse T cells; activation, % (series mostly up to about 46 µM); hit rate 0.065% among 360,000; in the data active = activation above about 50%; inconclusive = mostly about 30% to 49%; also: 0% is about no effect
#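 First, unstimulated transgenic mouse T cells were exposed to compound for 60 min. Next, anti-CD3/anti-CD4-coated beads with anti-CD28 were added. Finally, after 18 h at 37 degrees C, EGFP and DsRed were imaged.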
# FUS suppressor – FUS proteinopathy suppression in yeast; S. cerevisiae FUS-expressing, growth rescue, OD600, 24 h; Potency, µM (top dose mostly 76.6 µM), without a hit: at the top dose growth rescue (activation), usual class: activators; hit rate 0.24% among 390,000; AID 1347120;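 also: potency is read from the fitted curve at half-maximal effect; plate controls were DMSO vehicle for no effect and reference control for full effect; nearly all actives have a fitted effect of over 55% in size; some results filed as inactive show a strong effect at the top dose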
#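 Compound concentration series was pinned onto galactose-induced FUS-expressing yeast seeded at OD 0.005. Plates sat 24hr at 30C; absorbance at 600 nm gave growth. DMSO served as background control.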
# PLK1 PBD inh – inhibitors of human PLK1 polo-box domain binding. P53350. Plk1 PBD binding of FITC phosphopeptide, fluorescence polarization. Potency, µM, inactives show max response, negative = inhibition, usual class: inhibitors. hit rate 2.8% among 360,000. AID 720504; also: potency is read from the fitted curve at half-maximal effect; series mostly up to about 57 µM; % is scaled to controls: 0 for no effect and ±100 for the full control effect; nearly all actives have a fitted effect of over 65% in size
# WRN helicase inh – WRN helicase (human) inhibition; WRN helicase unwinding, fluorescent forked duplex, kinetic; hit rate 0.46% among 360,000; Potency, µM (titrated, usually from 114 µM), for the others: at the highest dose activity change, negative = inhibition, most hits filed as inhibitors; Q14191; also: potency is read from the fitted curve at half-maximal effect; % is scaled to controls: 0 for no effect and ±100 for the full control effect; nearly all actives have a fitted effect of over 55% in size
#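 WRN at 20 nM final preincubated with compound 15 min at room temperature; reaction started with 100 nM fluorophore/quencher forked duplex oligonucleotide and 2 mM ATP final. Unwinding followed kinetically by red fluorescence (ex 525, em 598 nm).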
# PI5P4K alpha inh – inhibitors of human PI5P4K alpha. P48426. PI5P4Kalpha enzyme, ADP-Glo luminescence, 60 min; stronger effect = lower value. max response, %. hit rate 1.2% among 330,000. AID 652105; active = max response of -50% or lower; inconclusive = between -30% and -50%; inactive = -30% or higher; also: value at the top dose of about 77 µM; % is scaled to controls: 0 for no effect and ±100 for the full control effect
#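 Reactions run in 0.038 M HEPES pH 7.4, 0.28 mM EGTA, 0.1% CHAPS and 5% DMSO, with PI5P4Kalpha, substrate, compound and 5 microM ATP final, one hour at room temperature. Readout is ADP-Glo luminescence.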
# Starred values were filed as active, the others as inactive; u = inconclusive; x = not tested or not shown; [ ] = remark or other dose. Unless noted, calls follow the shape of the dose curve; as a rule, active = well fitted curve in the direction sought with a large enough effect; inconclusive = small, poorly fitted or top-dose-only effect, or another doubt; inactive = no such curve, though single readings can be large; an effect the other way counts as inactive or inconclusive. The order is random. Share with any hit: about 4.1%.
SMILES,EPAC1 ag,EPAC1 antagonist,Abeta rescue,IL-2 act,FUS suppressor,PLK1 PBD inh,WRN helicase inh,PI5P4K alpha inh
C=CCN1C(=O)/C(=C\c2ccc(C)cc2)N=C1SCC(=O)NCCC,-2%,6%,23%,-0.4,-22%,10%,-6%,-3
Oc1ccc(-c2cn3ccccc3n2)cc1,-13%,-17%,-14%,0.2,2%,-3%,-6%,-17
CN(CCc1cn[nH]c1)Cc1nc(Cc2ccccc2)no1,2%,-20%,-11%,-0.3,10%,0%,-16%,0
CC(C)(C)C(=O)Nc1cccc(-c2ncon2)c1,-6%,-2%,-17%,3.2,10%,-4%,0%,-10
O=C(CN(C(=O)CCC(=O)Nc1nccs1)c1cccc(F)c1)NCCc1ccccc1,-3%,-1%,-12%,0.2,8%,-2%,6%,6
CN=C(Nc1cc(C)nn1CCC#N)c1ccccc1,21%,-8%,1%,0.0,-6%,6%,-9%,x
COc1cccc(CNC(=O)CCNC(=O)c2ccc(Br)o2)c1,9%,13%,11%,-0.3,9%,13µM*,-3%,-19
CCc1ccc(N(CC(=O)NC(C)C)C(=O)CCC(=O)Nc2ccccn2)cc1,2%,2%,22%,-0.5,18%,-13%,-5%,-2
Cc1nc(N2CCN(C)CC2)c2cc(-c3ccccc3)sc2n1,1%,4%,7%,-3.6,9%,4%,-2%[57.1 µM],10
COc1ccc(CNC(=O)c2cc(-n3cnnc3)ccc2Cl)cc1,-8%,-20%,-8%,-2.3,x,-4%,-15%,-2
CC(C)C[C@H]1CNC(=S)N1CC1CCCN1C[C@H](Cc1ccc(O)cc1)N1C[C@H](Cc2ccccc2)N(CC2CCCCC2)C1=S (stereo not given in full),-10%,-7%,3%,-0.2,u,-5%,-2%,5
CC(C)CCOP(=O)(c1ccc(N(C)C)cc1)C(O)c1ccccn1 (stereo not given),6%,-13%,19%,-1.3,19%,-15%,-10%,0
C/C(=N\N1CCN(c2ccc(Cl)cc2)CC1)c1cccc([N+](=O)[O-])c1,-14%,-8%,-11%,-2.1,0%,-2%,-1%,3
NS(=O)(=O)c1ccc(CNC(=O)c2ccc(C(=O)c3ccccc3)cc2)cc1,4%,-2%,1%,-0.8,6%,1%,0%,2
COc1ccc(C(C(=O)NC2CCCC2)N(C(=O)c2snc(C(N)=O)c2N)C2CCCC2)cc1OC (stereo not given),16%,-28%,1%,0.7,13%,-15%,10%,0
CCOc1ccc(OCC)c(NS(=O)(=O)c2cn(C)cn2)c1,-2%,1%,2%,1.0,26%,-10%,3%,1
Cc1ccccc1CN(C)C1CCN(C)CC1,-3%,-1%,-9%,-0.2,-17%,-1%,6%,0
COc1ccccc1Nc1nc(-c2cccc([N+](=O)[O-])c2)cs1,7%,3%,3%,-0.3,25%,-2%,-9%,23
COCCCNC(=O)CCn1c(=O)c2ccccc2n(CC(=O)Nc2ccccc2C)c1=O,2%,-5%,1%,-0.7,-9%,1%,2%,-3
O=c1[nH]c(C(F)(F)F)nc2ccccc12,15%,9%,2%,-0.4,-24%,-12%,7%,5
C/C(N)=C(/C#N)C(=O)COC(=O)c1ccc(C)c(S(=O)(=O)N2CCCCC2)c1,14%,-6%,14%,-0.1,15%,-1%,-12%,8
O=C(CCC(=O)c1cccs1)Nc1nnc(C2CC2)s1,1%,-4%,-5%,-0.8,25%,-10%,-2%,-9
COc1ccc(-n2c(=O)c3ccccc3n(CC(=O)c3ccccc3)c2=O)cc1OC,-5%,-7%,-7%,0.4,6%,-10%,-2%,-17
CCCSc1oc(-c2ccco2)nc1S(=O)(=O)c1ccccc1,16%,-6%,1%,-1.1,13%,-3%,-12%,x
CC(=O)Nc1ccc(NC(=O)COC(=O)C2(c3ccc(Cl)cc3)CCCC2)cc1,27%,-14%,13%,2.0,16%,-6%,-31%[57.1 µM],6
O=C(NC(N1CCCCCC1)C(Cl)(Cl)Cl)c1ccccc1Cl (stereo not given),3%,-17%,-18%,-2.3,-4%,-11%,6%,-12
C=CCn1c(SCC(=O)NC2CC2)nc2sc(CC)cc2c1=O,-14%,-7%,-10%,-0.1,-3%,27µM*,4%,-19
COC(=O)c1cccc(NC(=O)COc2cccc([N+](=O)[O-])c2)c1,-10%,-9%,2%,0.2,-22%,-12%,-1%,-2
O=Cc1ccc(OCc2cn3ccccc3n2)cc1,-2%,-18%,-3%,0.1,0%,-23%,-15%,-12
CCOc1ccc(NC(=O)C2CCCN2S(=O)(=O)c2ccc(OCC)cc2)cc1 (stereo not given),4%,-4%,10%,1.4,-6%,4%,-8%,4

# Some of the entries above in a different format:
SMILES	EPAC1 ag	EPAC1 antagonist	Abeta rescue	IL-2 act	FUS suppressor	PLK1 PBD inh	WRN helicase inh	PI5P4K alpha inh
CC(=O)Nc1ccc(NC(=O)COC(=O)C2(c3ccc(Cl)cc3)CCCC2)cc1	27%	-14%	13%	2.0	16%	-6%	-31%[57.1 µM]	6
O=C(NC(N1CCCCCC1)C(Cl)(Cl)Cl)c1ccccc1Cl (stereo not given)	3%	-17%	-18%	-2.3	-4%	-11%	6%	-12
C=CCn1c(SCC(=O)NC2CC2)nc2sc(CC)cc2c1=O	-14%	-7%	-10%	-0.1	-3%	27µM*	4%	-19
COC(=O)c1cccc(NC(=O)COc2cccc([N+](=O)[O-])c2)c1	-10%	-9%	2%	0.2	-22%	-12%	-1%	-2

# The list continues:
SMILES,EPAC1 ag,EPAC1 antagonist,Abeta rescue,IL-2 act,FUS suppressor,PLK1 PBD inh,WRN helicase inh,PI5P4K alpha inh
CCCCc1nc2ccccc2c(=O)n1NC(=O)c1c(O)c2c(n(CC(C)C)c1=O)CCCC2,-2%,-1%,0%,-0.1,x,3%,2%,1
CCN(CC)C(=O)CC(c1cc(OC)c(OC)c(OC)c1)c1c(OC)cc(OC)c2ccc(=O)oc12 (stereo not given),7%,0%,-14%,-0.4,22%,-4%,-6%,1
COC(=O)c1cc(=O)n(Cc2cccs2)c(=Nc2ccc(F)cc2)s1,-3%,-23%,9%,-1.8,30%,1%,-17%,11
CCn1cc(/C=C(\NC(=O)c2cc(OC)c(OC)c(OC)c2)C(=O)N2CCOCC2)c2ccccc21,-4%,14%,-6%,-1.0,u,7%,3%,0
CC1CCC(NC(=O)c2cc(S(=O)(=O)N(C)C)ccc2N2CCCC2)CC1 (stereo not given),-12%,-10%,10%,3.2,10%,0%,-14%,-5
O=C(CO/N=C/c1c(Cl)cccc1Cl)NNC(=O)c1cccc(Cl)c1,1%,13%,-1%,4.0,-15%,0%,-30%,-4
O=C(CSc1nnnn1C1CCCCC1)N1CCc2ccccc21,3%,17%,-9%,-2.7,5%,-10%,0%,x
CN(C)c1ccc(/C=N/N2CCN(c3ccccn3)CC2)cc1,-8%,-6%,0%,1.0,8%,-5%,-7%,-3
O=S(=O)(/N=C/c1c(O)ccc2ccccc12)c1ccccc1,-5%,-12%,11%,1.3,-12%,15µM*,u,-1
COCCn1c(C)cc(C(=O)CSc2nc3ccccc3o2)c1C,-11%,-1%,17%,-1.1,u,-9%,-13%,2
CCOc1ccc(OCCN(C)Cc2ccccc2)cc1,1%,11%,17%,-1.1,-1%,1%,2%,0
COc1ccc(-n2nc(C(=O)NCC(=O)NCCCN3CCN(C)CC3)c3ccccc3c2=O)cc1,-2%,-2%,2%,-0.8,-6%,3%,-9%,4
CC(=O)OC(C)C[N+](C)(C)C (stereo not given),-6%,-8%,3%,-0.4,-45%,3%,-6%,0
Cc1csc(CN(C)C(=O)CC2C(=O)NCCN2Cc2ccc(F)c(F)c2)n1 (stereo not given),0%,2%,0%,-2.7,x,-10%,-11%,4
COc1cc(CCC(=O)OCC(=O)NC(=O)c2ccc(Cl)cc2)cc(OC)c1OC,-1%,-30%,7%,0.4,10%,-11%,-18%,-15
Cc1ccc(SCCCCN2CCOCC2)cc1,-12%,0%,6%,-3.2,-7%,-13%,17%,0
Nc1nc(Nc2cccc(F)c2)nc(N2CCOCC2)c1[N+](=O)[O-],0%,u,-19%,-2.7,9%,-15%,-10%,-29
Cc1ccc(S(=O)(=O)C(F)(F)F)cc1NC(=O)c1cccnc1,1%,3%,7%,-0.7,-7%,-19%,-2%,2
COc1ccc(OC(=O)c2cccc(S(=O)(=O)N3CCCC3)c2)cc1,7%,2%,3%,-3.2,19%,-10%,-4%,x
O=C(N/N=C/c1cn(-c2ccccc2)nc1-c1ccc(F)cc1)c1ccc(Br)o1,1%,3%,9%,1.4,14%,-2%,-7%,4
CC1(C)Cc2c(c(N3CCCC3)nc3sc(C(=O)Nc4ccccc4)c(N)c23)CO1,-6%,1%,-5%,-5.4,u,-21%,0%,-8
O=C(Nc1ccccc1F)C1C2C=CC3(O2)C1C(=O)N(c1cccnc1)C3C(=O)NC1CCCCC1 (stereo not given),-2%,-3%,8%,1.8,-1%,-8%,-3%,-3
O=C(CSCc1cnn(-c2ccccc2)c1-n1cccc1)NCc1ccccn1,4%,-10%,-1%,-1.3,-6%,-5%,-12%,2
Cc1oc(-c2cccs2)[n+]([O-])c1C,1%,-5%,-5%,-0.3,15%,-8%,9%,-9
COc1cc2c(cc1OC)CN(C(=O)c1nn(Cc3ccccc3)c(=O)c3ccccc13)CC2,7%,-12%,-10%,-4.0,x,-3%,-16%,-4
COC(=O)c1cc2occc2n1CC(=O)Nc1ccc(OC)c(OC)c1OC,-3%,6%,13%,0.5,-12%,-1%,-4%,x
CCOC(=O)c1[nH]c(C)c(CCC(=O)OC)c1C,-1%,-2%,-1%,-3.9,15%,-2%,5%,x
CC(C)C(=O)N(c1ccc2oc(=O)sc2c1)S(=O)(=O)c1ccccc1,2%,10%,5%,-2.0,u,-11%,-4%,x
O=C(O)/C=C/C(=O)Nc1nc(-c2ccc3ccccc3c2)cs1,3%,12%,7%,-0.6,-3%,-15%,-5%,u
COc1cc(/C=N/NC(=O)c2cccnc2)ccc1OC(=O)c1ccc2c(c1)OCO2,7%,5%,11%,2.5,3%,3%,-2%,4
CCCC1C(C#N)=C(N)Oc2cc(C)n(C)c(=O)c21 (stereo not given),-10%,-13%,14%,1.5,13%,-2%,-7%,8
O=C(NCC(c1ccco1)N1CCc2ccccc21)c1cccc(F)c1 (stereo not given),4%,-19%,-17%,0.0,u,-1%,-9%,5
Cc1cc(C)cc(OCCn2nnc3ccccc32)c1,2%,8%,14%,-0.4,-14%,3%,-1%,0
COc1ccc2c(CC(=O)Nc3ncc(C)s3)coc2c1,4%,-19%,3%,1.7,23%,-12%,6%[57.1 µM],-1
